# Bioassay records as filed in PubChem.
# Shn3 3UTR inh: reduces Shn3 3'UTR luciferase signal in osteoblasts | AID 588674 | Clone20 osteoblast Shn3 3'UTR firefly luciferase, 24 h | actives 0.52% (n = 360,000) | inhibition, % at 12.5 µM;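 active = mean inhibition of at least 75% with every replicate also reaching 75%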;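 note: 0% = median of neutral control wells and 100% = pilot-screen positive control compound; some compounds past the cut are filed as inactive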
# NR5A2 inv ag: NR5A2 inverse agonism in reporter assay. O00482. HEK293T StAR-luciferase reporter, LRH-1 transfected, 24 h. inhibition, % at 3.6 µM. actives 0.13% (n = 360,000);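 active = inhibition above the mean inhibition of all tested compounds plus 3 SD, cut at about 73% in these data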;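 note: 0% = DMSO wells and 100% = reporter-only cells lacking LRH-1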
# Target sequence (O00482 whole entry, looked up): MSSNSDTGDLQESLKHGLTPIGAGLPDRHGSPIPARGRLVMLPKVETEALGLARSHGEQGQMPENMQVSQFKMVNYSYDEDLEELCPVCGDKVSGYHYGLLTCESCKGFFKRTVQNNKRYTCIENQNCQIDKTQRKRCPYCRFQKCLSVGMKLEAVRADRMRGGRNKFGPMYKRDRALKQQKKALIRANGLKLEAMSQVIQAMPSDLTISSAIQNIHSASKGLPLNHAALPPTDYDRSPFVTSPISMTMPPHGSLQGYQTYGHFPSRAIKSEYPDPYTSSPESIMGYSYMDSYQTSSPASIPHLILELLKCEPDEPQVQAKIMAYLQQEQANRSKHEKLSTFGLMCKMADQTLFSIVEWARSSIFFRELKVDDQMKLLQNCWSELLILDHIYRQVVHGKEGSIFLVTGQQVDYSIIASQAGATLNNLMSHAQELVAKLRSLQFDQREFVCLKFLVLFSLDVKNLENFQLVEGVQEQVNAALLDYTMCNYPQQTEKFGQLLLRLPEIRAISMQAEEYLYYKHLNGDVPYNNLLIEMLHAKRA
# TWEAK-Fn14 inh: inhibitors of TWEAK-Fn14 interaction signaling; inhibition, % at 10 µM; AID 1159606; actives 2% (n = 360,000); TWEAK-stimulated Fn14 reporter cells, luciferase luminescence, 8 h; in the data active = inhibition above about 50%
# SRC3 inh: inhibitors of human steroid receptor coactivator 3 (SRC3); actives 0.17% (n = 360,000); HEK293 GAL4-SRC3 luciferase reporter, luminescence; AID 588352; inhibition, % at 3.6 µM;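 active = inhibition above a per-campaign cutoff, the mean of all compounds plus 3 SD, cut at about 60% in these data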;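 note: 0% = DMSO-treated cells and 100% = gossypol-treated cells at 36 µM; higher means less SRC3-driven luciferase light from the GAL4 reporter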
# KKLEB tox: CF airway cell cytotoxicity counter-screen; KKLEB CF airway cells viability, ATPlite luminescence, overnight; stronger effect = lower value; cells stimulated with P. aeruginosa culture filtrate; activity change (cytotoxicity), % at 5 µM; actives 0.36% (n = 360,000); AID 602141;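 active = corrected activity change at or below -50% at 5 µM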
# CF NFkB block: cystic fibrosis NF-kB activation inhibition. KKLEB NF-kB-GFP reporter, PAF-induced, GFP fluorescence overnight. inhibition, % at 5 µM. actives 0.86% (n = 360,000);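 active = at least 50% inhibition at 5 µM, scaled per plate between neutral and stimulator controls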;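 note: PAF is a Pseudomonas aeruginosa culture filtrate used as stimulus; plate controls were PAF-stimulated DMSO wells for no effect and unstimulated DMSO wells for full effect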
# LMP1 NFkB inh: inhibitors of Epstein-Barr LMP1-induced NF-kappaB reporter; LMP1-induced NF-kappaB luciferase reporter cells, luminescence; inhibition, % at 12.5 µM; actives 0.69% (n = 350,000); AID 504558; in the data active = inhibition above about 41%;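 note: 0% = neutral control wells and 100% = reference inhibitor control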
# NR2F2 inh: inhibitors of human COUP-TFII (NR2F2); P24468; HEK293T NGFI-A luciferase reporter, luminescence; inhibition, % at 8.6 µM; actives 0.7% (n = 370,000); AID 686940;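 active = inhibition above a per-plate cutoff, mean inhibition of test wells between control levels plus 3 SD, cut at about 38% in these data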;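 note: cells cotransfected with COUP-TFII expression vector driving the NGFI-A reporter; 0% = median of COUP-TF2 test wells and 100% = reporter-only cells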
# Target sequence (P24468 whole entry, looked up): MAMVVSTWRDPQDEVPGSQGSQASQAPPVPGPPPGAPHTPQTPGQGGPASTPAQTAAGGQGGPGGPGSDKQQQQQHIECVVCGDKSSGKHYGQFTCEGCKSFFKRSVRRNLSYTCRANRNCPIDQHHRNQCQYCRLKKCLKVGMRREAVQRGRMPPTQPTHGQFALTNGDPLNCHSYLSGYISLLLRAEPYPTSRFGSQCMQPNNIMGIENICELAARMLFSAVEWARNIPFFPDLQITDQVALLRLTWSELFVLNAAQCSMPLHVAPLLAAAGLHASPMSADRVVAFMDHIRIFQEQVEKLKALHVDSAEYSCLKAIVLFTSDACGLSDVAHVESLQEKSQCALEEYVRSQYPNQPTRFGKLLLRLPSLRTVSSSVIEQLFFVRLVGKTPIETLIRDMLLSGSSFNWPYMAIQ
# TROY NFkB inh: TROY signaling inhibition. actives 0.98% (n = 360,000). inhibition, % at 10 µM. Q293 LMP1-TROYcd NF-kB luciferase reporter, 4 h;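 active = compounds whose plate-normalised and pattern-corrected inhibition of the luciferase reporter signal at the single screening dose is 50% or more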
# NCOA1 inh: human NCOA1 inhibition; inhibition, % at 3.6 µM; actives 0.12% (n = 360,000); HEK293 GAL4-SRC1 luciferase reporter, luminescence;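 active = inhibition above the campaign mean plus 3 SD, with each screening campaign given its own cutoff, cut at about 60% in these data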;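 note: 0% = DMSO treated cells and 100% = gossypol at 36 µM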
# TRAIL sens C8: caspase-8 TRAIL sensitization; inhibition (viability loss, TRAIL sensitization), % at 10 µM; NB7+C8 cells + TRAIL, ATPlite viability luminescence; actives 1% (n = 360,000);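 active = compounds causing at least 50% loss of cell viability in the single-dose screen, relative to plate controls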
# The depositor's hits bear a star; . = not tested or not shown; & = joins results of further samples.
SMILES,Shn3 3UTR inh,NR5A2 inv ag,TWEAK-Fn14 inh,SRC3 inh,KKLEB tox,CF NFkB block,LMP1 NFkB inh,NR2F2 inh,TROY NFkB inh,NCOA1 inh,TRAIL sens C8
Cc1cc([N+](=O)[O-])ccc1NC(=O)c1cncc(Br)c1,7,-1,-21,28,-2,8,14,-13,-4,-19,5
CCn1c(C)cs/c1=N\C(=S)Nc1ccccc1C,-7,-1,-36,-11,0,6,4,5,-17,12,-3
CC(=O)Nc1ccc(CNc2ncnc3ccc(-c4c(C)noc4C)cc23)cc1,0,22,4,-5,-30,-79,20,-118,-9,-57,7
CN(C)CCNC=C(C(=O)Nc1ccc(Cl)cc1Cl)C(=O)Nc1ccc(Cl)cc1Cl,-19,-6,16,15,-15,32,-52,-14,54*,3,23
COc1ccc(C(=O)N2CCC(C(=O)N3CCN(Cc4ccccc4)CC3)CC2)cc1,4,6,-14,25,-14,20,-2,8,-3,-8,14
COc1cccc(OCc2nnc(SCc3cc(=O)[nH]c4ccccc34)o2)c1,8,7,-1,9,-3,10,-6,10,6,3,-7
COCCN(Cc1ccccc1)C(=S)Nc1ccc(OC(F)F)cc1,41,12,-16,18,4,13,1,-10,2,9,2
CN(CC(=O)Nc1ccccc1C(F)(F)F)C(=O)CN1C(=O)C2CCCCC2C1=O (stereo not drawn),-1,7,0,9,1,-2,5,9,-4,-3,3
COc1ccc(N2C(=O)C3CCCN3C2c2ccc(C)o2)cc1Cl (stereo not drawn),-9,-23,7,-3,-10,-4,5,-3,16,-27,-11
Cc1ccc(-n2c(C)n[nH]c2=S)cc1C,9,-2,-3,-9,16,0,-10,3,-3,0,-3
CC(C)(C)[C@H]1COC(=O)CC/C=C\C[C@H](CC(=O)N(CCO)Cc2ccccc2)C(=O)N1,11,-9,-2,-13,-17,26,2,9,14,-19,-16
N#Cc1cccc(C(=O)Nc2ccc(S(=O)(=O)Nc3nccs3)cc2)c1,-28,4,5,17,5,-16,6,5,11,-6,7
CS(=O)(=O)c1ccc(C(=O)OCC(=O)NC(=O)C2CCCCC2)cc1[N+](=O)[O-],37,0,73*,1,-20,74*,-3,-19,51*,-2,-3
CCOC(=O)c1c(C)nc2c(c1-c1ccc(OC)c(OC)c1)C(=O)c1ccccc1-2,12,26,3,21,-6,3,-21,13,-18,-19,18
Cc1ccc(S(=O)(=O)N(C)C[C@H]2OCCCC[C@@H](C)Oc3ccc(N(C)C)cc3C(=O)N([C@H](C)CO)C[C@@H]2C)cc1,-1,-15,6,-5,-6,6,0,2,2,-16,-8
Cc1ncc(CO)c(/C=N/NC(=S)Nc2ccc(C(C)C)cc2)c1O,33,-11,5,1,-6,-9,10,3,-20,-9,25
C=CCN1C(=O)C(Cc2cccc(C)c2)SC1=Nc1ccc(C(=O)O)cc1 (stereo not drawn),-11,20,-2,-16,10,4,-5,-2,5,0,0
COc1cc(NC(=O)c2nccn2C)cc(C(=O)Nc2cccc(C(F)(F)F)c2)c1,12&6,24&2,-22&-12,-34&-9,-7&5,8&4,-25&-12,-10&2,-30&-6,0&5,40&18
Brc1cc2c(cc1Cn1c(-c3cncs3)nc3ccccc31)OCO2,27,-8,10,-32,-25,23,-11,0,-2,0,0
O=C(Nc1ccccc1C(=O)O)c1cccc(S(=O)(=O)Nc2ccc(Br)cc2)c1,1,7,-4,-7,-3,-14,10,-6,48,-4,0
CCOC(=O)C1CCCN(c2nc3c(C)cccn3c(=O)c2/C=C(\C#N)C(=O)NCc2ccco2)C1 (stereo not drawn),8,-11,-8,12,5,-17,6,12,-18,-2,-5
O=c1[nH]c2cc3c(cc2cc1C(c1nnnn1C1CCCC1)N1CCSCC1)OCCO3 (stereo not drawn),-5,5,-2,-3,-22,17,4,-14,10,-20,-19
CC(C)(C)c1ccc(S(=O)(=O)Nc2ccc3c(c2)COC3=O)cc1,3,4,-4,15,1,-15,-2,0,-6,4,11
COc1ccccc1-n1cnc2cc(C(=O)N3CCOCC3)ccc21,-6,-14,1,-8,-1,2,-4,-32,20,-2,2
CCOc1ccc(S(=O)(=O)N2CCOCC2)cc1NC(=O)c1ccc(N2CCCC2=O)cc1,0,-13,4,1,-9,8,-4,-1,3,0,9

# (listing goes on)
SMILES,Shn3 3UTR inh,NR5A2 inv ag,TWEAK-Fn14 inh,SRC3 inh,KKLEB tox,CF NFkB block,LMP1 NFkB inh,NR2F2 inh,TROY NFkB inh,NCOA1 inh,TRAIL sens C8
Cc1cccc(C)c1OCC(=O)N(Cc1ccc(N(C)C)cc1)C1CCS(=O)(=O)C1 (stereo not drawn),-9,10,-6,13,2,-7,0,4,2,-35,12
CON1C(=O)CN(C(C)=O)C1c1ccc(Cl)cc1Cl (stereo not drawn),10,14,17,17,-10,10,-7,-1,-3,12,-7
CN(Cc1ccc(OCC(O)CN(C)Cc2ccccc2)cc1)Cc1nccn1C (stereo not drawn),-5,19,-19,12,-5,7,-5,-5,10,13,15
CCN(CC)S(=O)(=O)c1cccc(C(=O)NCC2CCCCC2)c1,7,14,27,-1,-14,11,-4,26,-2,0,9
Cc1ccc(CN=c2c([N+](=O)[O-])nn(-c3cccc(Cl)c3)n2O)cc1,-22,0,2,8,14,10,-6,-3,-17,-17,0
C#CCN1C(=O)C(O)(CC(=O)c2cccc(OC)c2)c2ccccc21 (stereo not drawn),11,5,-3,-11,1,12,-2,-7,2,-8,-5
Cc1ccc(-c2csc(NC(=O)c3cnccn3)n2)cc1C,-9,3,-19,2,3,15,-4,-1,-32,5,1
Cc1ccc(NC(=S)NNC(=O)c2nn(C)c(C)c2Cl)cc1,-55,-172,-17,-45,-4,-8,-9,-41,-43,-102,6
CN(C(=O)CN1CCN(c2cc(-c3ccc(-c4ccccc4)cc3)ncn2)CC1)c1ccccc1,62,29,48,0,0,-6,.,54*,42,-27,29
CCCCN(C)C(=O)c1nc2ccccn2c1CN1CCN(c2cnccn2)CC1,2,-7,2,2,-12,13,1,9,2,-6,1
COc1cc(/C=C2/C(=O)NN(c3ccc(Cl)c(Cl)c3)C2=O)cc([N+](=O)[O-])c1O,14,2,13,-13,0,6,-3,8,18,-18,-19
Cc1cccc(OCCNC(=O)c2cncc(Br)c2)c1,-6,14,8,11,-12,17,-3,14,-19,11,-7
CCN(CC)CCSc1nc(O)c(C(C)C)c(=O)[nH]1,-33,3,9,11,1,2,2,-3,-2,-16,-8
Cc1ccc(NC(=O)NCCN2CCCCC2)cc1Cl,9,-2,-2,-4,6,4,2,-20,18,5,4
Cn1c(-c2ccccc2)c[n+]2c1CCCCC2,7,-2,8,3,1,-9,-2,1,-4,-16,9
COc1ccc(C(=O)NC(=S)Nc2ccc3oc(=O)ccc3c2)cc1OC,14,-7,-2,-4,8,-2,2,-15,5,-31,3
C/C(=N\OCC(=O)Nc1ccc(F)c(F)c1F)c1cc2ccccc2o1,-13,-8,-22,15,-10,0,-3,-13,2,0,15
NC(=S)N/N=C1\CCSc2ccc(Cl)cc21,-13,23,10,34,14,-10,2,37*,-6,29,5
O=S(=O)(Nc1ccc(O)c2ccccc12)c1ccc(F)cc1,24,30,28,1,0,84*,6,7,31,-31,20
CCCn1c(C)cc(C(=O)Cn2nnc3ccccc3c2=O)c1C,-63,-146,33,-93,-5,-12,-27,-61,17,-114,31
CCc1ccc(NC(=O)COC(=O)CN2C(=O)COc3ccccc32)cc1,-4,-1,-8,16,-9,9,1,-5,-11,-16,5
Cc1ccc(S(=O)(=O)N(c2nc(NC(C)C)nc(NC(C)C)n2)n2cnnc2)cc1,-8,-3,12,13,3,3,0,13,-8,2,9
O=C(NCCCNc1ccc(C(F)(F)F)cc1[N+](=O)[O-])c1ccc(F)cc1,-1,-3,-8,12,-21,18,0,6,23,-19,-9
COC(=O)c1cc2occc2n1CC(=O)Nc1ccc(OC)c(OC)c1OC,11,13,-4,7,-6,7,8,8,-15,-3,0
CC(C)(C)NC(=O)C(c1ccc(F)cc1)N(Cc1ccco1)C(=O)c1csnn1 (stereo not drawn),12,-10,-8,1,12,-3,-2,3,-1,16,-12

# Other structures.
SMILES,Shn3 3UTR inh,NR5A2 inv ag,TWEAK-Fn14 inh,SRC3 inh,KKLEB tox,CF NFkB block,LMP1 NFkB inh,NR2F2 inh,TROY NFkB inh,NCOA1 inh,TRAIL sens C8
Clc1cccc(Nc2c3c(nc4ncnn24)CCC3)c1,-31,-8,-16,-8,21,-2,19,9,13,-3,3
Cc1ccc(-n2nnnc2SCC(=O)Nc2c(C)n(C)n(-c3ccccc3)c2=O)cc1,31,-9,9,-22,14,6,4,-5,-5,-11,7
Cc1cccc(-n2cc(-c3ccccc3)[nH]c2=S)c1,-51,-19,3,-12,12,-10,-14,-3,-73,-29,-14
O=C(CN1CCN(c2cccc(C(F)(F)F)c2)CC1)N(C1CCCC1)C1CCS(=O)(=O)C1 (stereo not drawn),7,21,3,-1,13,-3,4,4,-22,-3,-3
CC(C)Cc1nc2n[nH]c(N)c2c2c1CCCC2,-5,1,0,17,0,22,9,8,5,-10,-7
C=C(C)CSc1nnc([C@H](CCSC)NC(=O)OC(C)(C)C)o1,4,28,-3,10,-4,-1,1,9,-14,-10,7
CCN1C(=O)CC(N2CCN(c3cccc(OC)c3)CC2)C1=O (stereo not drawn),-2,6,-20,-3,2,9,2,8,-7,4,4
CCOC(=O)N(C)c1c(CC)nc2c(OCc3ccc(OC(F)F)cc3)cccn12,-2,-19,-3,5,6,-38,.,4,-16,4,-1
COc1ccccc1OCCNc1cc(N2CCOCC2)ccc1[N+](=O)[O-],40,-6,-47,-17,-4,1,-12,-21,-25,-21,-18
Cc1nc(-c2ccc3c(c2)CCC(=O)N3)cs1,-43,-55,-16,-18,-15,-2,6,-39,-70,-76,14
COc1ccc(Nc2nc(OC)nc(N3CCN(c4ccc(OC)cc4)CC3)n2)cc1,9,6,7,3,-20,-4,6,4,-7,-4,17
N#CCOc1nc(N2CCCC2)nc(N2CCCC2)n1,5,-2,7,0,2,6,-1,10,-4,-15,8
Cc1cc(NC(=O)CCCn2nc([N+](=O)[O-])c(Cl)c2C)no1,-32,12,6,0,-2,-10,2,-10,-4,-12,14
COc1ccc(-c2nc3c(n2O)CCCC3=O)cc1OC,-2,5,-18,5,2,2,-4,-2,-32,-3,-10
CC(=O)Nc1ccc(NC(=O)C2CCC(N3C(=O)C4C5C=CC(C6CC56)C4C3=O)CC2)cc1 (stereo not drawn),9,-10,-29,-2,-7,2,4,4,-7,-6,-3
COc1cc(/C=C/C(=O)O)cc(S(=O)(=O)Nc2ccccc2C(=O)NCc2ccco2)c1OC,0,-4,-19,10,10,6,6,13,-9,4,5
O=C(Cn1nc(CNc2ccc(Cl)cc2)[n+]2c1CCCCC2)c1ccc(Cl)cc1,2,10,-7,2,-8,8,-7,-4,-1,0,-3
CCNC(=O)N(C)C[C@H]1N[C@@](CC)(C(=O)OC)[C@H]2C(=O)N(C)C(=O)[C@@H]12,-10,-28,-6,-12,11,-12,-2,-7,-5,-7,8

# The list is partial. The share of hits here may be higher or lower than overall.
